Bioassay records: PubChem, The Scripps Research Institute Molecular Screening Center
ASAP1 inh: inhibitors of human ASAP1 ArfGAP activity, primary screen, biochemical, fluorescence polarization; Arf-GAP with SH3 domain, ANK repeat and PH domain-containing protein 1 (Homo sapiens), …; ASAP1-stimulated ARF1 GTP hydrolysis, GDP FP detection; inhibition, % at 16.5 µM; actives 0.19% (n = 360,000); AID 624377, 2012; in the data active = inhibition above about 25%;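 note: 0% = vehicle with enzyme and substrate and 100% = no enzyme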
TDP2 absorb: human TDP2 enzyme inhibitors, primary screen, biochemical, epi absorbance, recombinant enzyme | T5PNP hydrolysis, p-nitrophenol absorbance 415 nm | inhibition, % at 12.8 µM | actives 0.34% (n = 370,000);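 active = inhibition above the mean of all tested compounds plus 3 SD, set per campaign, cut at about 25% in these data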;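 note: 0% = DMSO with enzyme and 100% = buffer with substrate but no TDP2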
Target sequence (O95551 whole entry, looked up): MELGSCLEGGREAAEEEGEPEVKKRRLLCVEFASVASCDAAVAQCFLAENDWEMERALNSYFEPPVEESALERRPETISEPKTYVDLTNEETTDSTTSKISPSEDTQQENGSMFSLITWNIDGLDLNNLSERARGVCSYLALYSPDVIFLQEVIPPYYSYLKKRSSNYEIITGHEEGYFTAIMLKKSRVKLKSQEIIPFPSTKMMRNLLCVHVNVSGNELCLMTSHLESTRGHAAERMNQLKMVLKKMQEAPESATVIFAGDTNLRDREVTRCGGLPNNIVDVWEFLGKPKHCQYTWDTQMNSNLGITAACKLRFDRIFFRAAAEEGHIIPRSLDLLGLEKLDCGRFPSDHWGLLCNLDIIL
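Test system: Human TDP2 enzyme | Reagent: 5 mM T5PNP | Compound dosing: 12.8 µM single point, 1% DMSO | Incubation: Enzyme reaction with compound for 2 h at 37 °C | Technique: p-Nitrophenol epi absorbance | Read-out: % inhibition relative to enzyme-containing and enzyme-free wells | Benchmarks: High control without enzyme, low control DMSO plus TDP2 | Replicates: Singlicate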
Tn6 DDE FP: inhibitors of Tn6 peptide binding to fibrin DD(E), primary screen, biochemical, fluorescence polarization, human fibrin, Tn6 probe; Fibrin DD(E) TRITC-Tn6 fluorescence polarization displacement; Fibrinogen beta chain (Homo sapiens), P02675; inhibition, % at 8.3 µM; actives 0.21% (n = 370,000);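 active = inhibition above a per-campaign cutoff: mean of compounds within control limits plus 3 SD, cut at about 15% in these data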;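 note: 0% = median of all compound wells on the plate and 100% = blocking peptide control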
ADAM10 inh: human ADAM10 inhibitors, primary screen, biochemical, QFRET, HTS; Disintegrin and metalloproteinase domain-containing protein 10 (Homo sapiens), O14672; inhibition, % at 7 µM; actives 0.62% (n = 370,000); recombinant ADAM10, EDANS/DABCYL FRET peptide cleavage, 3 h;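 active = inhibition above a per-campaign cutoff equal to the mean of compounds falling between control-based bounds plus 3 SD, cut at about 20% in these data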;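 note: 0% = DMSO wells while the 100% control is not disclosed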
Tn7 DDE FP: inhibitors of Tn7 peptide binding to fibrin DD(E), primary screen, biochemical, fluorescence polarization, human fibrin, Tn7 probe; actives 0.13% (n = 370,000); Fibrinogen beta chain (Homo sapiens), P02675; AID 720508, 2013; inhibition, % at 8.3 µM; FP displacement of FITC-Tn7 peptide from fibrin DD(E); 0% = median of compound wells per plate;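 active = inhibition above the mean of compounds falling within the control limits plus 3 SD of them, cut at about 14% in these data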;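 note: 0% = plate median of compound wells and 100% = 10 µM Aha-Tn7 peptide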
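assay system = human clot-derived fibrin DD(E) complex | quantity = Fibrin-DD(E) at 2 µM final | timing = 10 min preincubation, 3 h with tracer, room temperature | signal = fluorescence polarization | measure = percent inhibition | benchmarks = high control wells with 10 µM unlabelled Aha-Tn7 peptide (full inhibition) | replicates = singlicate testing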
PLC-gamma1 inh: PLC-gamma1 enzyme inhibitors, primary screen, biochemical, fluorescence, purified enzyme. 1-phosphatidylinositol 4,5-bisphosphate phosphodiesterase gamma-1 (Homo sapiens), P19174. fluorogenic substrate. inhibition, % at 12.2 µM. actives 0.84% (n = 370,000). AID 720700, 2013; in the data active = inhibition above about 9.5%
ADAM17 inh: ADAM17 inhibitors, primary screen, biochemical, QFRET; inhibition, % at 6.95 µM; recombinant ADAM17, EDANS/DABCYL FRET peptide cleavage; actives 0.83% (n = 370,000); Disintegrin and metalloproteinase domain-containing protein 17 (Homo sapiens), P78536;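 active = inhibition above the mean of compounds lying between control limits plus 3 SD, set per campaign, cut at about 8.5% in these data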;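 note: 0% = DMSO-only wells as the low control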
Target sequence (P78536 215-824 limits assumed): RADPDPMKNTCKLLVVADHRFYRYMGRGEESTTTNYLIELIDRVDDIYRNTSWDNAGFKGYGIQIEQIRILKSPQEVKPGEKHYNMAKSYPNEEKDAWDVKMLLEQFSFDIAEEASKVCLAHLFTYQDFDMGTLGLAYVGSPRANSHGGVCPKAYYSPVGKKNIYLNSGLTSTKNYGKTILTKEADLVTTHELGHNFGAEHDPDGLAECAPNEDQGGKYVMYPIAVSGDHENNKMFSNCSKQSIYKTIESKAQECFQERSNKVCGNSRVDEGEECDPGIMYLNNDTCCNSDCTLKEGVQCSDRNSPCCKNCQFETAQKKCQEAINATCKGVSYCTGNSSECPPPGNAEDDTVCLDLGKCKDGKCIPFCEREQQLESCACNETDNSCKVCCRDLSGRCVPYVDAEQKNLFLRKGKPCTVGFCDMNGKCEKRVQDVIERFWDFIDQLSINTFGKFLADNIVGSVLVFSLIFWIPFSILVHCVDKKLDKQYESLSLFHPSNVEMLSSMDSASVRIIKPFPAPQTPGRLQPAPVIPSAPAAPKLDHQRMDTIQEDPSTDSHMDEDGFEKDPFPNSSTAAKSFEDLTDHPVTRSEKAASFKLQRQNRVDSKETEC
LEDGF integ inh: blockers of LEDGF/p75-dependent integrase strand transfer – biochemical, TR-FRET, high throughput, primary screen. inhibition, % at 3.7 µM. AID 743269, 2014. TR-FRET IN-LEDGF/p75 DNA integration, Eu/Cy5. actives 0.64% (n = 370,000). HIV-1 integrase (with human LEDGF/p75);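 active = inhibition above the screen-wide mean plus 3 SD, cut at about 13% in these data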;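 note: signal is the Cy5 over europium emission ratio at 671 and 618 nm; 0% = plate median of compound wells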
KLK7 zymogen act: proKLK7 zymogen activators, primary screen, biochemical, fluorescence intensity; Kallikrein-7 (Homo sapiens), P49862; purified proKLK7, EDANS-DABCYL substrate fluorescence; 100% is mature enzyme control, 0% vehicle; activation, % at 7 µM; actives 0.9% (n = 370,000);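 active = activation above the mean of all tested compounds plus 3 SD, computed per campaign excluding outliers beyond control limits, cut at about 13% in these data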
ARFGAP1 inhibitor: inhibitors of rat ARFGAP1 GAP activity, primary screen, biochemical, fluorescence polarization, GDP tracer; ADP-ribosylation factor GTPase-activating protein 1 (Rattus norvegicus), Q62848; Arfgap1-stimulated ARF1 GTP hydrolysis, GDP FP detection; actives 0.26% (n = 360,000); inhibition, % at 16.5 µM;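 active = inhibition above a per-plate limit, mean inhibition of low control wells plus 3 SD, cut at about 25% in these data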;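 note: 0% = DMSO wells with enzyme and 100% = wells lacking Arfgap1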
Target sequence (Q62848 1-136 limits assumed): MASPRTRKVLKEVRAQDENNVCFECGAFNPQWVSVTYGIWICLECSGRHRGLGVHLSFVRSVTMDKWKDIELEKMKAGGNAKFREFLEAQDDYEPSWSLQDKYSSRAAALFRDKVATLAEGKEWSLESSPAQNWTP
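Repeats: one replicate per compound; assay system: rat Arfgap1 catalytic domain, aa 1-136; times: enzyme reaction 120 min at 25 °C after 20 min preincubation; detection: FP of antibody-bound GDP Alexa 633 tracer, ex 620/em 688 nm; benchmarks: high control wells lacking Arfgap1, low control full reaction with DMSO; reagent: human ARF1(Δ1-17)-GTP substrate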
The depositor's hits bear a star; i = inactive; . = no result given.

SMILES | ASAP1 inh | TDP2 absorb | Tn6 DDE FP | ADAM10 inh | Tn7 DDE FP | PLC-gamma1 inh | ADAM17 inh | LEDGF integ inh | KLK7 zymogen act | ARFGAP1 inhibitor
CCN(c1ccccc1)S(=O)(=O)c1cc(NC(=O)CN2CCN(C)CC2)ccc1Cl | -15 | 4 | -1 | -2 | -2 | 1 | -1 | 4 | -0.6 | 7
COc1ccc(CCNC(=O)c2ccccc2NC(=O)CN2CCN(c3ccccc3O)CC2)cc1 | 6 | -2 | 2 | 0 | 4 | -2 | 1 | -5 | 0.0 | 17
Cc1cc(C(=O)NC(C)C2CCCO2)c(C)o1 (stereo unspecified) | 7 | 0 | 2 | 6 | 9 | 0 | 0 | 1 | -0.6 | -7
O=C(Nc1c(-c2ccc(F)cc2)nc2ncccn12)c1ccccc1 | . | 3 | -10 | -239 | 1 | -215 | -69 | -3 | 7.6 | .
CS(=O)(=O)Nc1cccc(-c2cnc3ccccc3n2)c1 | -8 | 2 | 1 | -5 | -1 | 2 | -1 | -3 | 0.7 | 10
c1nc(N2CCOCC2)c2[nH]cnc2n1 | -2 | 6 | 3 | -10 | 1 | -2 | -5 | 0 | -0.5 | 14
Cc1cccc2cc(CN(Cc3ccccc3)C(=O)c3cccc(F)c3)c(Cl)nc12 | -5 | 1 | -6 | 1 | 3 | 1 | -2 | 0 | 0.2 | -2
CCN(CC(=O)Nc1cccc(F)c1)Cc1nc2ccccc2c(=O)[nH]1 | -2 | -9 | 4 | 4 | 6 | 2 | -1 | -1 | 0.2 | 5
CC(=O)Cc1nsc(NC(=O)C2Cc3ccccc3C(=O)O2)n1 (stereo unspecified) | -4 | 8 | 6 | -7 | 3 | 0 | -2 | 1 | 0.2 | -3
CC1(c2nc3ccccc3[nH]2)CCC2=Nc3ccccc3CN21 (stereo unspecified) | 5 | 7 | -10 | -8 | 1 | 3 | -6 | -1 | 0.3 | 5
O=C1NCCN1c1ccc(CN2CCN(C3CCCCC3)C(CCO)C2)cc1 (stereo unspecified) | 2 | 2 | 0 | -2 | -1 | 2 | -5 | -4 | -0.2 | 4
COc1ccc(NC(=O)CN2CCN(c3ccccc3Cl)CC2)cc1 | 0 | 12 | -1 | 1 | -7 | -1 | 0 | 0 | 1.2 | 4
COc1ccc(OC)c(/C=C2\S/C(=N/NC(=O)c3ccc4ccccc4c3)NC2=O)c1 | 0 | 5 | 0 | 3 | -1 | -43 | 0 | 2 | -1.0 | -8
O=C(COc1ccc(-c2nnco2)cc1)N1CCN(S(=O)(=O)c2ccc3ccccc3c2)CC1 | -5 | 1 | -2 | 1 | -4 | -5 | -5 | 2 | 0.2 | -6
NNc1nc(-c2ccccc2Cl)nc2sc3c(c12)CCCC3 | -5 | 0 | 1 | -14 | 7 | -15 | -6 | -1 | 0.3 | -5

Reprinted at random: 5 compounds from above.
SMILES | ASAP1 inh | TDP2 absorb | Tn6 DDE FP | ADAM10 inh | Tn7 DDE FP | PLC-gamma1 inh | ADAM17 inh | LEDGF integ inh | KLK7 zymogen act | ARFGAP1 inhibitor
Cc1cc(C(=O)NC(C)C2CCCO2)c(C)o1 (stereo unspecified) | 7 | 0 | 2 | 6 | 9 | 0 | 0 | 1 | -0.6 | -7
CC1(c2nc3ccccc3[nH]2)CCC2=Nc3ccccc3CN21 (stereo unspecified) | 5 | 7 | -10 | -8 | 1 | 3 | -6 | -1 | 0.3 | 5
CCN(CC(=O)Nc1cccc(F)c1)Cc1nc2ccccc2c(=O)[nH]1 | -2 | -9 | 4 | 4 | 6 | 2 | -1 | -1 | 0.2 | 5
CCN(c1ccccc1)S(=O)(=O)c1cc(NC(=O)CN2CCN(C)CC2)ccc1Cl | -15 | 4 | -1 | -2 | -2 | 1 | -1 | 4 | -0.6 | 7
CC(=O)Cc1nsc(NC(=O)C2Cc3ccccc3C(=O)O2)n1 (stereo unspecified) | -4 | 8 | 6 | -7 | 3 | 0 | -2 | 1 | 0.2 | -3

The listing continues:
SMILES | ASAP1 inh | TDP2 absorb | Tn6 DDE FP | ADAM10 inh | Tn7 DDE FP | PLC-gamma1 inh | ADAM17 inh | LEDGF integ inh | KLK7 zymogen act | ARFGAP1 inhibitor
CC1CCCC(C(=O)OCc2ccccc2)N1 (stereo unspecified) | -2 | 9 | -3 | 6 | -2 | 3 | -1 | -1 | 0.4 | 3
COC(=O)C1=C(C)N(C)C(C)=C(C(=O)OC)C1c1ccccn1 | -13 | 4 | 5 | -1 | -4 | -3 | -1 | 0 | 0.1 | 8
Cc1cc(=O)oc(C)c1C(=O)Nc1ccc2nsnc2c1 | -5 | -15 | 3 | -89 | -11 | -29 | -19 | 4 | 0.6 | 1
C=CCn1c(-c2ccccc2[N+](=O)[O-])n[nH]c1=S | 0 | 8 | 1 | 0 | 0 | 1 | -1 | 2 | -0.1 | -16
Cc1ccc(C(=O)N/N=C\c2ccc(-c3ccc(Cl)cc3)o2)cn1 | -4 | -2 | 5 | -61 | -2 | -111 | -26 | 0 | -31 | -13
COc1cc(OC)cc(C(=O)NCC(=O)OCC(=O)N2c3ccccc3NC(=O)C2(C)C)c1 | 5 | -17 | 2 | -6 | 3 | 11* | 6 | 1 | 0.8 | -16
C/C(=N\NC(=O)c1ccoc1C)c1ccc(Cl)s1 | 5 | -3 | -6 | -2 | -1 | 1 | 1 | 2 | 0.5 | -11
Cc1ccc(S(=O)(=O)N2CCOC23CCN(C(=O)C(=O)NCc2ccccc2)CC3)cc1 | -25 | 22 | -2 | 0 | -1 | 7 | -2 | 2 | 0.2 | 8
COc1cccc(C(=O)NC2CCCc3ccccc32)c1OC (stereo unspecified) | 5 | 4 | -3 | 3 | -8 | 3 | 2 | 1 | 0.3 | 2
CC(C)CC(c1nnnn1C1CCCCC1)N1CCN(C(=O)c2ccco2)CC1 (stereo unspecified) | 6 | 4 | 3 | -19 | 6 | -1 | -1 | -1 | -1.1 | 3
CC(=O)N1CCc2c(sc(NC(=O)C3CCCN3S(=O)(=O)c3cccs3)c2C#N)C1 (stereo unspecified) | 4 | -7 | 2 | -215 | 1 | -5 | -86 | 1 | 0.8 | 4
Cc1cc2nc(-c3ccco3)c(CC(C)(C)C)n2c(C)c1Br | -24 | 2 | -1 | -6 | -4 | -10 | -3 | 6 | 0.3 | 12
O=c1oc2ccc(Cl)cc2cc1-c1nnc(Nc2cccc(C(F)(F)F)c2)s1 | -2 | -20 | 0 | 4 | -3 | -4 | -3 | -2 | -0.3 | 0
COCCN(C(=O)c1ccco1)c1nnc(-c2ccc(OC)cc2)s1 | 4 | -4 | -1 | -1 | 0 | -8 | 0 | -2 | 0.8 | 5
Cc1noc(C)c1COc1ccc(C(=O)NCC(c2c(F)cccc2Cl)N(C)C)cc1 (stereo unspecified) | 10 | 3 | -10 | -5 | -3 | 0 | -3 | 2 | 0.2 | 7
CCNC(=S)N1CCN(CCN2C(=O)c3cccc4cccc(c34)C2=O)CC1 | -7 | 2 | -3 | -15 | 8 | 0 | -7 | -3 | 0.5 | 4
CC(C)N(C(=O)C[n+]1ccc(/C=N/O)cc1)C(C)C | -5 | 12 | 6 | -1 | -2 | 2 | -3 | 1 | 0.6 | 7
Cc1ccc(C)c(NC(=O)CN(C)C(=O)CSC(C)C(=O)Nc2cc(C)on2)c1 (stereo unspecified) | 14 | 4 | -5 | -4 | -4 | 3 | -2 | -2 | -0.2 | 0
C/C(=N\NC(=O)COc1ccc(C)cc1C(C)C)c1cc2ccccc2o1 | -2 | 2 | 4 | 0 | 6 | -1 | -4 | -3 | 1.2 | 5
COc1cc(-c2nnc(-c3ccc(N4CCOCC4)cc3)o2)cc(OC)c1OC | 12 | 8 | 0 | -77 | 3 | i | -17 | 4 | 6.8 | 11
NC(=NCCc1ccccc1)NS(=O)(=O)c1ccccc1 | 3 | 4 | -9 | 4 | 1 | 3 | -4 | -1 | 0.0 | 18
CCCN(C)C1CN(Cc2cn(CCCOC)nn2)S(=O)(=O)C1 (stereo unspecified) | -7 | 9 | -1 | -16 | -1 | 1 | -3 | -4 | 0.0 | 7
Cc1ccc(NC(=S)N2CCCC(c3nc4ccc(C)cc4[nH]3)C2)c(C)c1 (stereo unspecified) | 5 | 6 | -1 | 3 | -6 | 1 | 1 | 0 | -0.5 | 2
COc1cccc(CN(C)S(=O)(=O)c2ccccc2Br)c1 | 5 | -2 | 0 | 4 | 0 | 2 | 1 | 2 | 0.5 | -2
O=C(O)CCC(=O)Nc1cccc(-c2csc(-c3ccccc3)n2)c1 | -2 | 5 | -1 | -6 | 6 | -2 | -4 | 6 | -0.3 | 1
CC(C)(C)N1C(=O)c2ccccc2NC(=O)N1Cc1ccccc1 | 3 | 3 | 2 | 8 | -7 | 1 | 1 | 0 | -0.3 | 19
OC(CN(Cc1ccccc1)Cc1ccccc1)c1ccccc1 (stereo unspecified) | -5 | 8 | -8 | 14 | 2 | 6 | 5 | 0 | -0.1 | -1
COc1ccccc1C(=O)COC(=O)c1ccc(-n2cnnn2)cc1 | -9 | -19 | -3 | -7 | -2 | 3 | -6 | -1 | -0.3 | -14
CCOc1ccc(N2CC(C(=O)Nc3cc(Cl)ccc3-n3cncn3)CC2=O)cc1 (stereo unspecified) | 6 | -4 | 8 | -1 | 2 | 1 | 0 | 1 | -0.2 | -7
Fc1ccc(CSc2ccc(-c3cccs3)nn2)cc1 | -7 | 5 | -5 | -8 | 11 | -3 | -1 | -5 | 0.5 | 10
COc1ccccc1NS(=O)(=O)c1cccc(C(=O)NCC2(N(C)C)CCCCC2)c1 | -4 | 6 | -6 | -8 | -6 | -4 | -3 | 2 | -0.5 | 0
O=C(COC(=O)c1cc(Br)ccc1O)c1ccc(F)cc1 | 9 | 10 | 6 | -13 | 9 | -3 | -5 | -3 | 0.7 | -12

Random draw from the library; overall some 4.2% were active at least once.
